# Screening data from PubChem BioAssay.
# PLCg1 inh = PLC-gamma1 enzyme inhibitors, primary screen, biochemical, fluorescence, purified enzyme | 1-phosphatidylinositol 4,5-bisphosphate phosphodiesterase gamma-1 (Homo sapiens), P19174 | fluorogenic substrate | inhibition, % at 12.2 µM | actives 0.84% (n = 370,000) | AID 720700, 2013; in the data active means inhibition above about 9.5%
# TDP2 absorb = human TDP2 enzyme inhibitors, primary screen, biochemical, epi absorbance, recombinant enzyme; Tyrosyl-DNA phosphodiesterase 2 (Homo sapiens), O95551; T5PNP hydrolysis, p-nitrophenol absorbance 415 nm; inhibition, % at 12.8 µM; actives 0.34% (n = 370,000); AID 720702, 2013;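 active means inhibition above the mean of all tested compounds plus 3 SD, set per campaign, cut at about 25% in these data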;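 further: 0% = DMSO with enzyme and 100% = buffer with substrate but no TDP2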
#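 Test system: human TDP2 enzyme; Input: 120 nM TDP2 per well; Buffer or medium: Mg2+-containing Tris-HCl buffer, pH 7.5; Reagent: 5 mM T5PNP; Dosing: 12.8 µM single point, 1% DMSO; Incubation: reaction 2 h, 37 °C; Detection: p-Nitrophenol epi absorbance; Read-out: % inhibition relative to enzyme-containing and enzyme-free wells; Replicates: single well per compound.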
# ASAP1 GAP inh = inhibitors of human ASAP1 ArfGAP activity, primary screen, biochemical, fluorescence polarization. Arf-GAP with SH3 domain, ANK repeat and PH domain-containing protein 1 (Homo sapiens), …. ASAP1-stimulated ARF1 GTP hydrolysis, GDP FP detection. inhibition, % at 16.5 µM. actives 0.19% (n = 360,000). AID 624377, 2012; in the data active means inhibition above about 25%;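 further: 0% = vehicle with enzyme and substrate and 100% = no enzyme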
# ADAM17 inh = ADAM17 inhibitors, primary screen, biochemical, QFRET | actives 0.83% (n = 370,000) | recombinant ADAM17, EDANS/DABCYL FRET peptide cleavage | inhibition, % at 6.95 µM | Disintegrin and metalloproteinase domain-containing protein 17 (Homo sapiens), P78536;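 active means inhibition above the mean of compounds lying between control limits plus 3 SD, set per campaign, cut at about 8.5% in these data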;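 further: 0% = DMSO-only wells as the low control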
# DDE Tn7 FP inh = inhibitors of Tn7 peptide binding to fibrin DD(E), primary screen, biochemical, fluorescence polarization, human fibrin, Tn7 probe | AID 720508, 2013 | Fibrinogen beta chain (Homo sapiens), P02675 | inhibition, % at 8.3 µM | FP displacement of FITC-Tn7 peptide from fibrin DD(E); 0% = median of compound wells per plate | actives 0.13% (n = 370,000);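 active means inhibition above the mean of compounds falling within the control limits plus 3 SD of them, cut at about 14% in these data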;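 further: 0% = plate median of compound wells and 100% = 10 µM Aha-Tn7 peptide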
# Target sequence (P02675 whole entry, looked up): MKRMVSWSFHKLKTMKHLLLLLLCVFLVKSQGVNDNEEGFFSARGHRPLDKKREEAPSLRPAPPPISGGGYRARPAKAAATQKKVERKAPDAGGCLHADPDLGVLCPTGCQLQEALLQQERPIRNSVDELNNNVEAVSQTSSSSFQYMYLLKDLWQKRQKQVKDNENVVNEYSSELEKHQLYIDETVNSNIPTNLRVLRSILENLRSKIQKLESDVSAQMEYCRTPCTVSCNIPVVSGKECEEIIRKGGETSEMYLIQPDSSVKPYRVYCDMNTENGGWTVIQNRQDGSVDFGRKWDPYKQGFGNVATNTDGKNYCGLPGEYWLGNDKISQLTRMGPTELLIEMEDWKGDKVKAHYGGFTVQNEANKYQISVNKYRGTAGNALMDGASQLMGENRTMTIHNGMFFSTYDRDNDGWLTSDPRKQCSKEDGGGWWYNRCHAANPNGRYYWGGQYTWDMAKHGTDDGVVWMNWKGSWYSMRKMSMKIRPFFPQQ
#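 Test system: human clot-derived fibrin DD(E) complex / Quantity: 2 µM final DD(E) protein / Incubation: 10 min plus 3 h, room temperature / Measured by: fluorescence polarization / Benchmarks: high control of 10 µM Aha-Tn7 peptide / Replicates: singlicate testing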
# Tn6 DDE FP = inhibitors of Tn6 peptide binding to fibrin DD(E), primary screen, biochemical, fluorescence polarization, human fibrin, Tn6 probe; Fibrin DD(E) TRITC-Tn6 fluorescence polarization displacement; inhibition, % at 8.3 µM; Fibrinogen beta chain (Homo sapiens), P02675; actives 0.21% (n = 370,000); AID 720509, 2013;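 active means inhibition above a per-campaign cutoff: mean of compounds within control limits plus 3 SD, cut at about 15% in these data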;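 further: 0% = median of all compound wells on the plate and 100% = blocking peptide control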
# ARFGAP1 inhibitor = inhibitors of rat ARFGAP1 GAP activity, primary screen, biochemical, fluorescence polarization, GDP tracer. Arfgap1-stimulated ARF1 GTP hydrolysis, GDP FP detection. actives 0.26% (n = 360,000). inhibition, % at 16.5 µM. AID 651572, 2012;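 active means inhibition above a per-plate limit, mean inhibition of low control wells plus 3 SD, cut at about 25% in these data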;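 further: 0% = DMSO wells with enzyme and 100% = wells lacking Arfgap1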
#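 Material – truncated rat Arfgap1 GAP domain · Buffer or medium – HEPES-based buffer, pH 7.5 · Reagent – human ARF1(Δ1-17)-GTP substrate · Dosing – 16.5 µM single point, 1.26% DMSO · Schedule – GTP hydrolysis reaction 2 h at 25 °C · Technique – GDP detection by fluorescence polarization · Benchmarks – No-Arfgap1 wells (100%) versus DMSO full-reaction wells (0%) · Repeats – single replicate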
# PLCb3 inh = human PLC-beta3 inhibitors, primary screen, biochemical, fluorescence; 1-phosphatidylinositol 4,5-bisphosphate phosphodiesterase beta-3 (Homo sapiens), Q01970; Purified PLC-beta3, fluorogenic substrate; inhibition, % at 12.2 µM; actives 0.18% (n = 370,000); in the data active means inhibition above about 11%;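 further: 0% = median of compound wells on plate and 100% = full blocker control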
# ADAM10 inh = human ADAM10 inhibitors, primary screen, biochemical, QFRET, HTS; Disintegrin and metalloproteinase domain-containing protein 10 (Homo sapiens), O14672; recombinant ADAM10, EDANS/DABCYL FRET peptide cleavage, 3 h; inhibition, % at 7 µM; actives 0.62% (n = 370,000); AID 720582, 2013;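 active means inhibition above a per-campaign cutoff equal to the mean of compounds falling between control-based bounds plus 3 SD, cut at about 20% in these data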;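 further: 0% = DMSO wells while the 100% control is not disclosed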
# SIAE primary = human SIAE inhibitors, primary screen, biochemical, fluorescence polarization, FP-Rh probe, 1536-well HTS; SIAE FP-Rh probe binding; inhibition, % at 9.66 µM; actives 0.69% (n = 370,000); AID 1053197, 2014;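 active means inhibition above a cutoff: mean of compounds within the control limits plus 3 SD of those, cut at about 17% in these data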;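 further: 0% = plate median of compound wells and 100% = probe without SIAE protein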
# Target sequence (Q9HAT2 whole entry, looked up): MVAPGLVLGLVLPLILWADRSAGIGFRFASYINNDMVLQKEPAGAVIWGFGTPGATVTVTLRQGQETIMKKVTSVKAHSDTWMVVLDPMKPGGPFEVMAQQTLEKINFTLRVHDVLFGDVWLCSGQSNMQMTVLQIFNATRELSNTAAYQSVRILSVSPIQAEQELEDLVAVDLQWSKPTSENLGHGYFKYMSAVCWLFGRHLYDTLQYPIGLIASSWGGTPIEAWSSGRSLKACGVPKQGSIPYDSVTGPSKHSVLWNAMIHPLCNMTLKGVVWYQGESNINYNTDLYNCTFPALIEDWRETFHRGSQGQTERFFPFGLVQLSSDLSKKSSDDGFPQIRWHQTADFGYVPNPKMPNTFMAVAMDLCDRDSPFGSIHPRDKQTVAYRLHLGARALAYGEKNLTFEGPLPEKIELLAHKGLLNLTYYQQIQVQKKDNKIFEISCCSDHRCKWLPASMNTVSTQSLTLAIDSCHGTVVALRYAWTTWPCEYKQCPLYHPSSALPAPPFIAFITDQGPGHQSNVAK
# * = called active by the depositor.
# Fields – PLCg1 inh, TDP2 absorb, ASAP1 GAP inh, ADAM17 inh, DDE Tn7 FP inh, Tn6 DDE FP, ARFGAP1 inhibitor, PLCb3 inh, ADAM10 inh, SIAE primary
1) COc1ccc(C2C3=C(CC(C)(C)CC3=O)N(CC(=O)O)C3=C2C(=O)CC(C)(C)C3)cc1OC
  -5, 6, 0, 1, -4, 2, 9, -14, -6, 3
2) CCC(c1nnc(SCC(=O)N2CCOCC2)n1C1CCCCC1)N(C)C (stereo not drawn)
  2, 9, 1, -2, -1, 0, 3, -5, -6, 5
3) Cc1ccccc1NC(=O)c1sc2nc3c(c(-c4ccco4)c2c1N)CCCC3
  -103, 6, 5, -2, -1, -3, 2, -139, 2, 2
4) C=CCN(c1ccccc1)S(=O)(=O)c1cccc(C(=O)O)c1
  3, -19, -5, 2, -1, -5, -2, 8, 10, -2
5) c1cc2[nH]snc2c2nc(C3CC3)nc12
  -35, 11, 2, -6, 3, 0, 10, -48, -6, 9
6) NS(=O)(=O)c1ccc(N/N=C/c2ccncc2)cc1
  2, 5, 21, 1, -6, -3, 0, -5, 4, -1
7) O=C(COC(=O)c1cc(Cl)ccc1O)NCC1CCCO1 (stereo not drawn)
  -12, 19, 4, -14, -2, -1, 3, -24, -37, -3
8) N#CC1C=Cc2c(ccc3ccccc23)N1C(=O)c1ccccc1 (stereo not drawn)
  -35, 3, -4, -30, 0, 11, 3, -44, -109, 3
9) COc1ccccc1C(=O)Nc1cccc(N(C)S(C)(=O)=O)c1
  1, 1, -5, -6, 6, -4, -3, 3, 7, 3
10) O=C(COc1ccc(F)cc1)Nc1ccc(-n2cnnn2)cc1
  -2, -6, -1, -7, 8, 2, -3, -1, 2, -12
11) O=C(CSc1nc(Nc2ccccc2)nc(N2CCOCC2)n1)N1CCc2ccccc21
  0, 5, 3, -7, 4, -12, 12, 0, 0, -5
12) O=C(CSc1ccccn1)Nc1ccc(N2CCOCC2)cc1
  -2, -2, 8, -1, -4, -6, 7, -6, 6, 8
13) OC(COCc1ccc2c(c1)OCO2)CN1CCCCC1 (stereo not drawn)
  -1, 2, -8, 3, 7, 2, 3, -1, -8, 2
14) O=C(c1ccccc1-c1ccccc1)N1CCCCC1
  2, 13, 4, -4, -1, -8, 4, -1, -4, 4
15) O=[N+]([O-])c1cc(C(F)(F)F)cc([N+](=O)[O-])c1Sc1n[nH]c(C(F)(F)F)n1
  2, -3, 13, -3, 1, 2, 29*, -6, -9, 1
16) C=CCSc1nnc(NC(=O)CSc2nc(CCC)cc(=O)[nH]2)s1
  -2, -3, -12, -1, 5, -4, -9, -3, 0, 5
17) CCc1ccc(NC(=O)Nc2cnccn2)cc1
  2, 10, 1, -3, -3, 5, 2, -1, -9, -1
18) COc1cc(NC(=O)CC(C)C)ccc1NC(=O)c1ccco1
  -1, 7, 7, -3, -2, 7, -7, -1, -1, -1
19) Cc1ccc2nc(-c3ccccn3)oc2c1
  -10, -10, -7, -51, -5, -7, -7, -10, -158, -3
20) O=C(Cc1ccc(S(=O)(=O)N2CCCCC2)s1)Nc1ccc(F)c(F)c1
  8, -17, 9, 10.0*, -3, -6, -4, 6, 20, -5
21) Cc1ccc(-c2nc3ccccc3[nH]2)cc1NC(=S)NC(=O)c1ccccc1Br
  -3, -4, 6, 1, -4, -4, 11, -4, -13, -137
22) CC1CCN(S(=O)(=O)c2ccc(Cl)s2)CC1
  -2, -2, -9, 3, 2, 7, 3, 3, -7, 0
23) CC(C)(C)S(=O)N1Cc2cc(C(=O)NCc3ccc(Oc4ccccc4)cc3)nc(-c3cccc(-c4cc5ccccc5o4)c3)c2[C@H]1CCO (stereo partly drawn)
  -12, 6, 19, 0, 4, 17*, 21, -13, -5, -31
24) CC1=C(C(=O)N(C)C)CC(CC(=O)NC2CCCCC2)C(=O)N1Cc1ccc(C(C)(C)C)cc1 (stereo not drawn)
  2, -11, -11, 1, 1, -9, 1, 3, -3, 3
25) CC[C@]12c3[nH]c4cc(CCC(=O)N(C)C)ccc4c3CCN1C(=O)[C@@H](CC(=O)NC(C)(C)C)C[C@@H]2C(=O)N1CCN(C(=O)c2ccco2)CC1
  -1, 4, 9, -7, 2, -4, -3, -5, -8, 8
26) O=C(Nc1nc(-c2ccncc2)cs1)C1c2ccccc2Oc2ccccc21
  -10, 4, -2, 0, 5, -5, 3, -8, 4, 2
27) COc1cc(Cl)ccc1OCc1cc(C(=O)N2CCN(c3ccccn3)CC2)no1
  0, 9, -5, 3, 0, 5, -3, -10, 3, -1
28) COc1cc(C(=O)NC(=S)NCc2ccncc2)cc(OC)c1OC
  -3, -4, -10, 2, -9, 3, -5, -6, 4, -6
29) CCCc1cc(=O)oc2c(C)c(OC(C)C(=O)NCC(O)c3ccccc3)ccc12 (stereo not drawn)
  -9, 1, 7, -32, 2, 5, -3, -12, -102, -6
30) O=C(NCc1ccc(Cl)cc1)C1CCN(c2cnccn2)CC1
  -18, -8, 3, -11, 3, -2, 13, -25, -29, -2

# New compounds follow.
# Fields – PLCg1 inh, TDP2 absorb, ASAP1 GAP inh, ADAM17 inh, DDE Tn7 FP inh, Tn6 DDE FP, ARFGAP1 inhibitor, PLCb3 inh, ADAM10 inh, SIAE primary
31) COc1ccc(CN(CC(O)COCc2ccccc2)S(=O)(=O)c2ccccc2Br)cc1 (stereo not drawn)
  1, 4, 2, 3, 4, -3, -7, 1, 5, -1
32) O=C(NCCc1cccc(Cl)c1)c1cccc(-n2cnnn2)c1
  -1, -11, 4, -3, -1, -1, -1, 0, 3, -7
33) CN1CCCC(n2nc(Cc3ccc(Cl)cc3)c3ccccc3c2=O)CC1 (stereo not drawn)
  1, -7, -24, -2, 0, 2, 2, -2, -10, -4
34) Cc1ccccc1NC(=S)N(Cc1ccco1)C(C)c1ccccn1 (stereo not drawn)
  0, 6, 2, -6, 6, 1, -3, -10, -10, -6
35) CCCCCCCCC(=O)NCCOc1ccccc1
  0, -18, -5, 2, -1, 9, -18, -1, 5, 1
36) Cc1nn(C(=O)c2nn(C)cc2[N+](=O)[O-])c(C)c1Cl
  1, 11, -6, -1, 6, 3, 3, 3, 2, 6
37) CC(=O)Nc1ccc(NC(=O)C(C)OC(=O)c2ccccc2C(=O)c2ccc(Cl)c([N+](=O)[O-])c2)cc1 (stereo not drawn)
  1, 3, 6, 1, 4, 6, 2, 3, -5, 0
38) COc1ccccc1CC(=O)NNC(=O)CN(C)S(=O)(=O)c1ccc(Cl)cc1
  0, 16, 7, -5, 6, 0, -6, -3, -5, 0
39) COC(=O)c1cccc(NC(=O)CN2CCN(Cc3ccccc3)CC2)c1
  -2, 4, -9, -4, 4, 8, -6, 1, -1, 2
40) Cc1cccnc1NC(=O)c1c(O)c2ccccc2n(C)c1=O
  1, 6, -10, -1, 6, 1, -7, 0, -2, -2
41) O[C@@H]1C[C@H](c2ccc(Cl)cc2)N(CC2CCCCC2)C[C@H]1n1cc(C2CC2)nn1
  2, -11, -2, 1, -3, 0, 12, 3, 0, -4
42) COc1cccc(C(=O)O/N=C/c2ccc(Sc3ccc(C)cc3)nc2)c1
  2, 0, 7, -2, -2, 4, -1, 3, 3, 2
43) CCN(CC)S(=O)(=O)c1cccc(NC(=O)c2ccc(Sc3nncn3C)c([N+](=O)[O-])c2)c1
  1, -7, 3, 3, 2, -6, 0, -8, -3, 2
44) Cc1ccc(NC(=O)CCc2c(C)nc3ncnn3c2C)cc1
  -4, -3, -9, -2, 3, 4, 10, -3, 1, -6
45) CCOC(=O)c1cc(NC(=O)CSc2nnc(CN3CCOCC3)n2C)ccc1Cl
  4, 3, 8, 0, 5, -8, -4, 6, 6, -3
46) CC1CN(C(=O)c2cccc(Oc3ccccc3)c2)CC(C)O1 (stereo not drawn)
  2, 6, -1, -1, 3, -7, 11, -4, -3, 3
47) O=C(CN1CCCN(Cc2ccc(F)cc2Cl)C1=O)NCc1ccccc1
  -1, -3, -4, -3, 1, -2, 3, 2, -14, 4

# Structural class, those above with an aryl methoxy group
# Fields – PLCg1 inh, TDP2 absorb, ASAP1 GAP inh, ADAM17 inh, DDE Tn7 FP inh, Tn6 DDE FP, ARFGAP1 inhibitor, PLCb3 inh, ADAM10 inh, SIAE primary
1) COc1ccc(C2C3=C(CC(C)(C)CC3=O)N(CC(=O)O)C3=C2C(=O)CC(C)(C)C3)cc1OC
  -5, 6, 0, 1, -4, 2, 9, -14, -6, 3
9) COc1ccccc1C(=O)Nc1cccc(N(C)S(C)(=O)=O)c1
  1, 1, -5, -6, 6, -4, -3, 3, 7, 3
18) COc1cc(NC(=O)CC(C)C)ccc1NC(=O)c1ccco1
  -1, 7, 7, -3, -2, 7, -7, -1, -1, -1
27) COc1cc(Cl)ccc1OCc1cc(C(=O)N2CCN(c3ccccn3)CC2)no1
  0, 9, -5, 3, 0, 5, -3, -10, 3, -1
28) COc1cc(C(=O)NC(=S)NCc2ccncc2)cc(OC)c1OC
  -3, -4, -10, 2, -9, 3, -5, -6, 4, -6
31) COc1ccc(CN(CC(O)COCc2ccccc2)S(=O)(=O)c2ccccc2Br)cc1 (stereo not drawn)
  1, 4, 2, 3, 4, -3, -7, 1, 5, -1
38) COc1ccccc1CC(=O)NNC(=O)CN(C)S(=O)(=O)c1ccc(Cl)cc1
  0, 16, 7, -5, 6, 0, -6, -3, -5, 0
42) COc1cccc(C(=O)O/N=C/c2ccc(Sc3ccc(C)cc3)nc2)c1
  2, 0, 7, -2, -2, 4, -1, 3, 3, 2

# This is a random part of the collection. Share with any hit: about 3.6%.
